From PubChem
Bcl-xL primary: Bcl-xL (human) inhibition | inhibition, % at 10.9 µM | 320,000 compounds, 0.7% hits | Q07817 | AID 2129 | GST-Bcl-xL / FITC-Bim BH3 peptide fluorescence polarization;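 active means inhibition above the mean of all tested compounds plus 3 SD, cutoff set per campaign, cut at about 30% in these data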;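 further: 0% = DMSO wells and 100% = unlabeled Bim-BH3 peptide competitor; inhibitors lower millipolarization by displacing the labeled peptide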
PAFAH1B2 FP inh: PAFAH1B2 (human) inhibition; 340,000 compounds, 1.2% hits; P68402; inhibition, % at 3.39 µM; recombinant PAFAH1B2, FP-rhodamine activity probe, fluorescence polarization;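 active means inhibition above the mean of all tested compounds plus 3 SD, cut at about 24% in these data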;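 further: 0% = enzyme with DMSO and 100% = wells lacking PAFAH1B2; many of its hits are not listed in these tables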
Target sequence (P68402 whole entry, looked up): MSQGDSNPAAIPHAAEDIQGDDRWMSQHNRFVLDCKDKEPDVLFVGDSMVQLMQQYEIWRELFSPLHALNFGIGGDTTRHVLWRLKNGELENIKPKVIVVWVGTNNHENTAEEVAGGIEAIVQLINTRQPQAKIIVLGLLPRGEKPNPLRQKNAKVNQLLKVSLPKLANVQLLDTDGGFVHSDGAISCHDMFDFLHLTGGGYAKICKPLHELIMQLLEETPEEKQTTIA
Fam108B counter: counter-screen for RBBP9 inhibitors: inhibitors of mouse Fam108B; recombinant Fam108B, FP-Rh probe fluorescence polarization; inhibition, % at 9.51 µM; 300,000 compounds, 0.33% hits;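 active means inhibition above the screen mean inhibition plus 3 SD, computed separately per campaign, cut at about 18% in these data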;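 further: inhibitors lower polarization as less probe binds the enzyme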
MCL1-BIM inh: MCL1-BIM-BH3 interaction inhibition (human); inhibition, % at 10.9 µM; 320,000 compounds, 0.68% hits; Q07820; GST-MCL1 / FITC-Bim-BH3 fluorescence polarization;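 active means inhibition above the mean inhibition of all tested compounds plus 3 SD, set per campaign, cut at about 40% in these data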;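 further: 0% = DMSO wells and 100% = unlabeled Bim-BH3 peptide control; higher means more loss of mP so more displacement of Bim peptide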
Target sequence (Q07820 whole entry, looked up): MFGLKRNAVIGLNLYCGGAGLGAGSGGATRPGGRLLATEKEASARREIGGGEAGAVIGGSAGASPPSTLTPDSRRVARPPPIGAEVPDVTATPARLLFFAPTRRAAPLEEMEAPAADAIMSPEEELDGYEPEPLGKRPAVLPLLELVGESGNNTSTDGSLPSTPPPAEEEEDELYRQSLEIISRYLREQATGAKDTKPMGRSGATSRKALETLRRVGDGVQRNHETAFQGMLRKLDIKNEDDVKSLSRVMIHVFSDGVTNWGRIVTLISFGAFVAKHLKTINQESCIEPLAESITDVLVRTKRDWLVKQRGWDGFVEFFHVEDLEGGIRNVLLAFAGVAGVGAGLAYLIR
AHR act: human AHR activation | AID 2796 | P35869 | activation, % at 5 µM | 320,000 compounds, 2.5% hits | AHR-responsive luciferase reporter cells, luminescence; in the data active means activation above about 47%;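 further: 0% = vehicle wells and 100% = reference agonist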
pPAFAH inh: pPAFAH (human) enzyme inhibition; Q13093; 330,000 compounds, 1.5% hits; AID 463082; inhibition, % at 3.39 µM; recombinant pPAFAH, FP-rhodamine probe fluorescence polarization;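 active means inhibition above the mean inhibition across the screen plus 3 SD, cut at about 25% in these data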;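 further: inhibitors block binding of the rhodamine activity-based probe so polarization drops; 0% = enzyme with DMSO and 100% = wells lacking pPAFAH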
Target sequence (Q13093 whole entry, looked up): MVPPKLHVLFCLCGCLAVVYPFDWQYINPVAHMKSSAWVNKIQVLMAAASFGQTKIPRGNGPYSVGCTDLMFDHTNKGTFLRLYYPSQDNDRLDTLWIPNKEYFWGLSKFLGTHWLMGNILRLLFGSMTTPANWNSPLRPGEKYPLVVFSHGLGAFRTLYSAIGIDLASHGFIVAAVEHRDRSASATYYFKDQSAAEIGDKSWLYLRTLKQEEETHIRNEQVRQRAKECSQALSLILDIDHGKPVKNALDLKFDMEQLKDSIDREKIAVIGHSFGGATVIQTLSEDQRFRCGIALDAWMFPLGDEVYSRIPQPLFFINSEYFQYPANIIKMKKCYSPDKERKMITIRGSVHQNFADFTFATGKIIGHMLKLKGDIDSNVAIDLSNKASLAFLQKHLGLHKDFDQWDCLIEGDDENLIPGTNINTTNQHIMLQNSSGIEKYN
GLD-1 RNA inh: GLD-1-TGE RNA interaction inhibition (C. elegans) | Q17339 | purified GLD-1 + fluorescein TGE RNA, fluorescence polarization | inhibition, % at 5.96 µM | 320,000 compounds, 0.44% hits;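 active means percent inhibition above a per-plate cutoff, the plate mean of test compounds plus 3 SD, cut at about 30% in these data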;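 further: 0% = DMSO wells with GLD-1 and probe and 100% = wells lacking GLD-1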
MEX-5 binding: C. elegans MEX-5 TCR-2 RNA binding activity; AID 1832; MEX-5/FITC-TCR2 RNA binding, fluorescence polarization; hits give low values; Q9XUB2; activity score (negative = inhibition of binding), % at 10 µM; 300,000 compounds, 0.38% hits;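 active means inhibition past about -25% in most replicates, and total fluorescence under double the plate's negative control median, limit read from the data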;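 further: 0% = DMSO and -100% = 5 µM competing unlabeled TCR2 RNA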
PME-1 inh: blocks human protein phosphatase methylesterase 1 | Q9Y570 | recombinant PME-1, FP-Rh probe fluorescence polarization | inhibition, % at 5.9 µM | 320,000 compounds, 0.53% hits | AID 2130;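 active means inhibition above the campaign mean of all compounds plus 3 SD, cut at about 26% in these data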;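 further: competitive labeling of PME-1 active site by serine hydrolase directed probe; 0% = PME-1 with DMSO and 100% = wells lacking PME-1 enzyme; inhibitors block probe labeling so polarization falls and inhibition rises; many of its hits are not listed in these tables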
The depositor's hits bear a star; / = not tested or not shown.

The first three entries, to show the layout:
SMILES	Bcl-xL primary	PAFAH1B2 FP inh	Fam108B counter	MCL1-BIM inh	AHR act	pPAFAH inh	GLD-1 RNA inh	MEX-5 binding	PME-1 inh
Cc1cccc(C)c1NC(=O)NC1(C(=O)NCC2CCCO2)CCCCC1 (stereo unspecified)	-3	-5	-4	-6	4	-1	-2	-0.3	-2
CCc1ccc(N2C(=O)CN(Cc3ccccc3)C2=S)cc1	2	2	4	6	-2	-5	-6	1.1	0
O=C(CSc1ccc(-c2ccccn2)nn1)Nc1cccc(F)c1	4	-1	-4	8	10	-2	3	1.1	-2

All compounds of this part, repeating the preview:
SMILES	Bcl-xL primary	PAFAH1B2 FP inh	Fam108B counter	MCL1-BIM inh	AHR act	pPAFAH inh	GLD-1 RNA inh	MEX-5 binding	PME-1 inh
Cc1cccc(C)c1NC(=O)NC1(C(=O)NCC2CCCO2)CCCCC1 (stereo unspecified)	-3	-5	-4	-6	4	-1	-2	-0.3	-2
CCc1ccc(N2C(=O)CN(Cc3ccccc3)C2=S)cc1	2	2	4	6	-2	-5	-6	1.1	0
O=C(CSc1ccc(-c2ccccn2)nn1)Nc1cccc(F)c1	4	-1	-4	8	10	-2	3	1.1	-2
COc1cccc(NC(=S)NNC(=O)CCn2cc([N+](=O)[O-])cn2)c1	4	/	2	9	0	3	7	-1.6	-2
Cc1c(C(=O)OCC(=O)Nc2ccc(S(N)(=O)=O)cc2)oc2c1ccc1ccccc12	3	-4	-8	2	2	0	9	2.0	-8
S=C(Nc1ccccc1)Nc1ccccc1Br	0	4	0	-3	0	3	2	-0.4	-3
O=C(COc1ccccc1)Nc1nnc(S(=O)(=O)Nc2ccccc2)s1	6	7	2	7	10	27*	6	1.2	2
CCc1ccccc1N(CC(=O)N1CCCCC1)S(=O)(=O)c1ccccc1	6	-3	1	7	-1	0	1	0.5	-1
COc1cc2c(cc1OC)C(c1ccsc1)CC(=O)N2 (stereo unspecified)	3	4	0	5	21	6	2	2.0	2
Cc1cccc(N(CC(=O)N2CCOCC2)S(C)(=O)=O)c1C	-1	-1	-3	-4	-2	-1	-3	-1.0	-1
CCOC(=O)c1ccc([N+](=O)[O-])cc1NC(C)=O	-1	4	-1	-12	0	10	0	-1.1	2
CSc1nc(N)nc(SCC(=O)Nc2ccc(Cl)cc2)c1C#N	2	-4	-33	3	6	-14	3	0.7	-44
Cc1ccc(S(=O)(=O)N(C)c2ccc(C(=O)NCC(c3cccs3)N3CCOCC3)cc2)cc1 (stereo unspecified)	4	9	-1	7	7	-6	5	1.5	-2
NC(=O)CC1Nc2cccc3cccc(c23)NC1=O (stereo unspecified)	10	3	3	32	51*	22	0	-9.1	5
O=C1NCCc2c1[nH]c1ccc([N+](=O)[O-])cc21	5	7	-1	5	5	1	-1	-2.3	7
CC1CCCN(CCCNC(=O)CN2C(=O)CSc3ccc(S(=O)(=O)N4CCOCC4)cc32)C1 (stereo unspecified)	3	2	0	8	1	6	-2	0.3	2
CC(=O)c1ccc(N2CCN(S(=O)(=O)c3ccc4c(c3)CC(=O)N4)CC2)cc1	1	-1	1	-1	-2	-2	-8	-1.5	-2
C=CCNC(=O)c1onc(CSc2cccc(OCC)c2)c1C(=O)O	3	7	5	3	2	4	1	3.4	-3
Cc1cc(/N=C/C=C2\N(C)c3ccccc3C2(C)C)n(CCC#N)n1	5	-2	0	8	2	7	0	2.1	6
O=C(COc1ccc(S(=O)(=O)N2CCCC2)cc1Cl)N1CCN(c2ccccc2)CC1	0	4	-4	-8	2	2	6	-0.5	8
COc1ccc(/C=C/C(=O)NCCC(=O)N2CCCN(C)CC2)cc1	6	0	2	4	-2	0	0	0.6	1
CCCCN1CC(COc2ccccc2)OC1=O (stereo unspecified)	1	0	1	-4	0	11	4	-0.5	3
COc1ccccc1/C=N/NC(=O)c1ccc(=O)n(C)c1	-1	-1	7	3	2	0	4	-0.6	3
Cn1ccnc1SCC(=O)Nc1ccc(SC(F)F)cc1	/	6	/	/	0	7	7	/	/
COc1ccc(S(=O)(=O)N2CCN(C(=O)CN3C(=O)NC(C)(C)C3=O)CC2)cc1	-1	-1	/	0	0	2	1	/	0
CCCSc1nnc(Cn2c(=O)sc3ccccc32)n1-c1ccccc1	-1	4	-1	1	-1	0	7	-1.2	-2
CCC(=O)N(CCC1(c2ccccc2OC)CCOC(C(C)C)C1)Cc1ccco1 (stereo unspecified)	2	2	-1	4	-1	-1	5	/	5
CCN(CC)C(=O)[C@H]1CC(CC(=O)NCCN2CCOCC2)C(=O)N2CCc3c([nH]c4ccccc34)[C@]12C (stereo partly specified)	/	2	/	/	-1	-3	0	/	/
O=C(O)CCC(=O)Nc1nc2nc(-c3ccccc3)cc(-c3ccccc3)n2n1	12	-2	13	9	2	3	-1	-1.0	-1
O=C(c1ccco1)N1CCN(C(c2coc3ccc(Cl)cc3c2=O)c2nnnn2C2CCCC2)CC1 (stereo unspecified)	4	1	-1	7	2	-7	1	0.2	1
COc1ccc2sc(-c3ccc(N(C)C)cc3)c(C#CCO)c2c1	-23	2	/	-38	65*	17	-7	/	19
Cc1c(C#N)c(O)[nH]c(=O)c1N=Nc1ccc(Br)cc1C(=O)O	-1	9	2	-14	1	9	-32	-3.5	8
CSc1nc(Cl)c(Cc2ccc(OCC(C)C)cc2)c(N2CCOCC2)n1	3	-2	-4	5	1	1	1	1.1	-5
COc1ccc(NC(=S)Nc2cc(C)cc(C)n2)cc1OC	7	5	4	-1	11	2	1	-2.3	5
COC(=O)CN(C(=S)Nc1ccc(F)cc1)C1CC(=O)N(c2ccccc2)C1=O (stereo unspecified)	-2	2	2	1	1	-3	24	0.1	-5
CCOC(=O)C1CCN(Cc2nc3ccc([N+](=O)[O-])cc3c(=O)n2-c2ccc(OC)cc2OC)CC1	2	5	4	-3	15	5	5	1.3	1
Cc1cccc(N2CCN(C(c3ccccc3)c3nnnn3C(C)(C)C)CC2)c1C (stereo unspecified)	0	6	-6	-2	3	-7	1	3.1	-8
COc1cccc(C(=O)N2C(C(=O)O)CSC2c2ccccc2Cl)c1 (stereo unspecified)	3	1	2	1	-2	7	1	-0.6	-3
COc1ccc(-c2n[nH]c(C)c2-c2cnn(-c3ccccc3)c2)c(O)c1	-1	2	-2	-7	7	5	-5	-1.1	3
CCOC(=O)N1CCC(NC(=O)C2CCCCN2S(=O)(=O)c2ccc(F)cc2)CC1 (stereo unspecified)	-1	11	0	-4	-3	-2	1	2.1	-2
CC(C)CN(C(=O)CCC(=O)OC(C)C(=O)Nc1cccc(C#N)c1)c1c(N)n(CC(C)C)c(=O)[nH]c1=O (stereo unspecified)	-9	4	-6	-6	0	0	2	-1.4	4
Cc1cc(C)cc(C(=O)Oc2cc(C)[nH]c(=O)c2[N+](=O)[O-])c1	9	2	2	-2	3	1	3	-2.6	-9
CCOC(=O)Cc1c(C)nc2cc(-c3ccc(C(C)(C)C)cc3)[nH]n2c1=O	3	4	8	0	1	1	2	-0.8	-28
Brc1ccc(OCCOCCN2CCOCC2)cc1	1	15	2	4	-1	-4	2	-0.7	1
CCCOc1ccc(C(=O)CCC(=O)Nc2ccc(N3CCN(C)CC3)cc2)cc1	2	2	/	2	0	6	-2	/	3
Nn1c(Cc2cccc3ccccc23)nnc1SCC(=O)NC1CCS(=O)(=O)C1 (stereo unspecified)	-3	2	-2	-3	-3	4	1	-0.5	1
COCCN(CCOC)C(=O)C1CCCN(S(=O)(=O)c2ccc(NC(=O)OC)cc2)C1 (stereo unspecified)	10	2	3	11	1	1	-5	-0.3	-1
N/C(=N\O)c1ccc(Oc2ccccc2Cl)c([N+](=O)[O-])c1	7	5	1	5	-1	8	6	-1.4	3
C/C(=N\NC(=O)c1c(Br)c(C)nn1C)c1ccc(NC(=O)c2ccoc2C)cc1	4	1	8	-1	8	-5	-8	3.3	-3
CN(C)S(=O)(=O)c1ccc(C(=O)Nc2cccnc2)cc1	5	0	6	-1	1	2	-3	0.8	-4
More entries follow.
SMILES	Bcl-xL primary	PAFAH1B2 FP inh	Fam108B counter	MCL1-BIM inh	AHR act	pPAFAH inh	GLD-1 RNA inh	MEX-5 binding	PME-1 inh
Cc1nnc(SCc2cccc(Oc3ccccc3)c2)n1N	-1	9	0	2	2	11	-2	-0.2	-1
Cc1ccc(S(=O)(=O)CCC(=O)Nc2nnc(-c3ccco3)o2)cc1	4	-1	3	8	-1	4	3	2.8	1
Cc1ccc(C(=O)NNC(=O)COc2ccc(Cl)cc2C)o1	6	1	/	-1	2	4	10	/	-5
NNc1ccc(Cl)nn1	0	5	0	0	69*	0	0	-3.6	-7
CC(C)(CNC(=O)CNC(=O)C1CCCCC1)N1CCOCC1	-3	0	/	-5	0	-8	6	/	0
O=C(Nc1nnc(-c2cccc(F)c2)s1)Nc1ccccc1F	3	3	-1	0	-1	22	3	1.8	-29
NC(=S)NC(c1ccccc1)c1ccncc1 (stereo unspecified)	3	-3	1	4	-3	3	2	-1.8	6
CC(C)(C)NC(=O)CN(C(=O)C(=O)Nc1ccc2c(c1)OCCO2)C1CC1	1	-4	-2	-5	0	3	-1	-0.3	-2
Cc1ccccc1NS(=O)(=O)c1ccc(Cl)cc1	0	-1	-2	1	-2	10	-3	0.6	-3
COc1ccc(-c2oc(NC(=O)CSc3nncn3C)c(C#N)c2-c2ccc(OC)cc2)cc1	4	-1	1	0	4	-2	9	0.1	2
Cc1cc(C)c(OCCOCCN2CCCC2)c(C)c1	3	2	-2	9	1	-1	3	0.4	-1
CSCCC(NC(N)=O)C(=O)Nc1ccc(F)c(Cl)c1 (stereo unspecified)	1	1	-1	-6	0	6	3	0.9	-6
O=C(CN1C(=O)NC(c2ccccc2)(c2ccccc2)C1=O)NC1CCCC1	-3	1	/	-2	-1	-2	0	/	0
Cc1ccc(NC(=O)CSc2nnc(-c3ccncc3)n2C)cc1C	3	6	1	1	2	8	3	2.0	-1
COc1ccccc1OCCNC(=O)C1CC(=O)N(Cc2ccc(C)cc2)C1 (stereo unspecified)	-7	7	2	-7	1	3	-3	-0.5	1
CCN(CC)CCCNC(=O)CCC(=O)Nc1ccc2nc(N3CCC(C)CC3)cc(C)c2c1	6	1	-1	5	10	8	3	0.3	-2
CC(=O)NCCNC(=O)CCNC(=O)c1ccc(Cl)cc1	3	3	1	6	3	-2	5	0.4	3
COc1ccc(CCN(C)C(=O)CSc2nnnn2C)cc1OC	-8	7	4	-6	-1	1	0	-3.1	8
O=C(CC1Nc2ccccc2NC1=O)Nc1ccccc1NC(=O)CC1Nc2ccccc2NC1=O (stereo unspecified)	0	/	2	5	48*	3	6	0.7	1
COc1ccccc1C1CC(=O)NC(C)=C1C(=O)OCC1CCCO1 (stereo unspecified)	5	5	-3	5	0	9	1	1.3	-1
CC(C)(C)OC(=O)N1CCC(C(=O)N[C@H](C(=O)O)c2ccccc2)(c2ccccc2)CC1	0	1	0	0	0	2	4	1.8	1
CCCn1nc(C(=O)OCC(=O)Nc2cccc(OC)c2)c2ccccc2c1=O	4	4	0	-1	0	-1	0	1.0	-4
C/C=C(\C)CN1CCCC(N(C)CCc2ccc(OC)c(OC)c2)C1 (stereo unspecified)	9	1	-4	12	0	-1	2	2.0	1
Cc1ccc2nc(SCC(=O)NC3CCCC3)nc(=O)n2c1	3	3	0	2	1	6	2	0.6	4
Cc1ccc(S(=O)(=O)Cc2ccc(C(=O)N3CCN(c4cccc(C)c4C)CC3)o2)cc1	1	0	3	-1	1	12	-1	-3.3	8

Only part of the results is shown; the hit share may differ from the screen's.
